NPY-Y1 PAM-ag: human NPY-Y1 potentiation or agonism, primary screen. activation, % at 3.6 µM. actives 0.37% (n = 220,000). NPY-Y1 expressing cells, potentiator/agonist activation. P25929; in the data active = activation above about 33%, passing the limit was not always enough;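 note: cells stimulated with NPY at EC10 then isoproterenol at EC100; 0% = low agonist plus stimulus and 100% = saturating agonist plus stimulus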
Target sequence (P25929 whole entry, looked up): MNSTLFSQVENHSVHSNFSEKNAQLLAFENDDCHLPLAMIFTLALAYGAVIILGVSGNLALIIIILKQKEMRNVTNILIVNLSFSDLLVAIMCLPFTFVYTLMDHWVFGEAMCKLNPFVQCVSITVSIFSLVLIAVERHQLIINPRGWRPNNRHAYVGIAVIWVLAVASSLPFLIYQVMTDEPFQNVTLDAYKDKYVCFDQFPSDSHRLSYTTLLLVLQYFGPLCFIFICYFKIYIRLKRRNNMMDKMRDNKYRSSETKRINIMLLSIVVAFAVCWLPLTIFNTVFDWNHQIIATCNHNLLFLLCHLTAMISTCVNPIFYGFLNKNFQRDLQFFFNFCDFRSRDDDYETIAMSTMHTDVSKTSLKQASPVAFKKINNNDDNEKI
NPY Y1 blocker: blocks the human neuropeptide Y Y1 receptor; inhibition, % at 3.6 µM; actives 1% (n = 200,000); P25929; HEK293-CNG Y1 cells, membrane potential fluorescence; NPY at EC95, then isoproterenol;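 active = inhibition above the campaign mean inhibition of all tested compounds plus 3 SD, cut at about 20% in these data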;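 note: 0% = DMSO wells given NPY plus isoproterenol and 100% = isoproterenol alone without NPY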
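Material: Y1- and CNG-channel-expressing HEK293 cells / Probe or stimulus: NPY 25 nM then isoproterenol 1 µM plus Ro 20-1724 25 µM / Doses: 3.6 µM single dose, DMSO 0.4% / Schedule: compound incubation 1 h at room temperature, readout 45 min post-stimulation / Signal: membrane potential fluorescence / Benchmarks: isoproterenol-only wells as full block versus NPY-plus-isoproterenol wells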
EP2 antag: blocks the human prostaglandin E2 receptor EP2; P43116; C6 glioma cells expressing human EP2, cAMP TR-FRET; cells stimulated with saturating PGE2; inhibition, % at 25 µM; actives 0.52% (n = 260,000);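 active = percent inhibition above 40 after rounding to a whole number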;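 note: rat C6 glioma host cells with rolipram phosphodiesterase inhibitor present; the protocol text gives 20 µM as final concentration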
14-3-3 Bad PPI: disrupts binding of bovine 14-3-3 zeta to phospho-Bad peptide; AID 781; TR-FRET 14-3-3zeta/Dy647-pBad peptide displacement, 1 h; P63103; inhibition, % at 21.7 µM; actives 0.71% (n = 220,000);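 active = inhibition above about 70%, limit read from the data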;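 note: 0% = full 14-3-3 plus peptide FRET controls and 100% = background without 14-3-3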
CHOP inhibitor: CHOP inhibition in unfolded protein response | CHO-K1 CHOP-promoter luciferase, tunicamycin-induced, 15-18 h | inhibition, % at 10 µM | actives 3.8% (n = 220,000);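 active = compounds that reduced the stress-induced luciferase reporter signal by more than about 70% of percent inhibition, limit read from the data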;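 note: 0% = tunicamycin plus vehicle and 100% = wells without tunicamycin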
TRPML3 agonist: activates the human TRPML3 channel; Q8TDD5; HEK293 TRPML3-YFP, Fluo-8 calcium fluorescence; 100% = the carbachol control signal; activation, % at 3 µM; actives 0.29% (n = 220,000);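 active = activation above its plate's cutoff, the mean activation of the plate's test wells plus 3 SD, cut at about 12% in these data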;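 note: 0% = DMSO only wells and 100% = carbachol wells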
Target sequence (Q8TDD5 whole entry, looked up): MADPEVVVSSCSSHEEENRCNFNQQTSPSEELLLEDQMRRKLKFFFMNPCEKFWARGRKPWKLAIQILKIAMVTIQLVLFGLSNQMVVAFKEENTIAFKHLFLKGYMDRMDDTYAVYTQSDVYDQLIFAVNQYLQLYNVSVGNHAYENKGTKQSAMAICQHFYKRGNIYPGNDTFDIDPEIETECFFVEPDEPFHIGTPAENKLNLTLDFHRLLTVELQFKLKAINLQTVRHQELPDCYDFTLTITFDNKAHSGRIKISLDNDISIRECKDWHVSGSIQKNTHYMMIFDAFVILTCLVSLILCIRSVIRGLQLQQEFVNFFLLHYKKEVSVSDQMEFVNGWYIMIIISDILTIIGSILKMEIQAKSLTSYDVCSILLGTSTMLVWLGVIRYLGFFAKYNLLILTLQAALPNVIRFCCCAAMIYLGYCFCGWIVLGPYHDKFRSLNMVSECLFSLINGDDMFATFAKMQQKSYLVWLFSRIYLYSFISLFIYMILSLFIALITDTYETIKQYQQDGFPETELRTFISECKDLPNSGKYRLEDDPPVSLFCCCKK
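Test system: HEK293 cells stably carrying human TRPML3-YFP; Doses: single dose, 3 µM final nominal compound, 0.3% DMSO final; Schedule: dye loading 1 h 37 °C then 30 min ambient, 125 s read; Technique: Fluo-8 calcium fluorescence; Benchmarks: high control carbachol 87 µM, low control DMSO.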
PPC-1+TRAIL kill: compounds killing PPC-1 cancer cells with TRAIL present (potentiator screen, no TRAIL-free arm) | AID 1443 | PPC-1 cells + TRAIL, ATPLite viability luminescence | cell killing (% activity), % at 4 µM | actives 0.41% (n = 220,000);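 active = cell killing above 50% in the first pass at 4 µM, then a duplicate retest at 5 µM averaging 50% or more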;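 note: plate controls were cells with TRAIL plus DMSO for no effect and medium-only wells lacking cells for full effect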
TRPN1 ag: agonists of zebrafish TRPN1 channel. HEK293 zebrafish TRPN1-YFP, Fluo-8 calcium fluorescence; 100% = response to 87 µM carbachol. activation, % at 3 µM. actives 0.18% (n = 220,000). AID 1424;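 active = activation above its plate's cutoff, the mean activation of test wells on that plate plus 3 SD, cut at about 19% in these data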;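 note: 0% = DMSO alone and 100% = 87 µM carbachol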
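System: zebrafish TRPN1-YFP in HEK293 cells / Dosing: 3 µM single point / Timing: dye loading 1 h at 37 °C, then 30 min room temperature / Signal: Fluo-8 calcium fluorescence, excitation 470-495 nm, emission 515-575 nm / Read-out basis: percent activation from peak over basal fluorescence ratio, control-normalized / Control set: high carbachol 87 µM, low DMSO alone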
EP2 mod: EP2 receptor (human) modulation; induction, % at 25 µM; actives 0.83% (n = 260,000); AID 940; EP2-expressing cells, cAMP HTRF FRET, PGE2 co-stimulation;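 active = compounds whose cAMP rise, as percent of the full-agonist control response, exceeds 60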;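 note: rat C6 glioma line stably carrying human EP2 under a CMV promoter; the protocol text gives 20 µM as final concentration; 100% = response of wells given 1 µM PGE2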
Starred values were filed as active, the others as inactive; . = not tested or not shown; & = joins results of further samples; [ ] = remark or other dose.

SMILES	NPY-Y1 PAM-ag	NPY Y1 blocker	EP2 antag	14-3-3 Bad PPI	CHOP inhibitor	TRPML3 agonist	PPC-1+TRAIL kill	TRPN1 ag	EP2 mod
N#CCCn1cc(C(=O)N2CCCCC2)c(-c2cccc([N+](=O)[O-])c2)n1	0	4	4	2	-10	0.7	20	0.7	10
Cc1nc2c3cc(F)ccc3n(Cc3ccccc3F)c2s1	-28	4	7	-1	11	-0.3	7	-0.8	60
Cc1cc(NC(=O)CCCN2C(=O)/C(=C\c3cccs3)SC2=S)no1	1	-3	9	-2	70*	0.9	20	-0.1	7
Cc1nn(CC(=O)c2ccccc2)c(=O)c2nn(-c3ccccc3F)c(C)c12	-27	-2	12	-5[fluorescence artefact?]	7	0.5	30	0.0	10
O=C1NN=C(c2ccc(Br)cc2)CC1c1ccc(Cl)cc1 (configuration not stated)	-3	-3	2	-7	91*	-0.5	6	-1.2	6
N#Cc1ccc(CNc2cnccn2)cc1	0	-1	8	1	-16	-0.2	12	0.5	27
CCOC(=O)COc1ccc(S(=O)(=O)NCCC2=CCCCC2)cc1	-19	-3	28	-6	9	-0.8	-38	0.3	-27
Cc1cccc2sc(NNC(=O)c3ccc(S(=O)(=O)N4CCc5ccccc5C4)cc3)nc12	28	-3	3	-16	24	0.1	24	-0.3	-57
COCCNC(=O)CS(=O)Cc1nc(-c2ccc(Cl)cc2)oc1C (configuration not stated)	-8	1	.	8	51	0.5	22	0.8	10
COc1ccc(C2C(C#N)=C(N)OC3=C2C(=O)CC(C)(C)C3)cc1Cn1cc([N+](=O)[O-])cn1 (configuration not stated)	-41	-2	3	14[fluorescence artefact?]	42	-0.9	12	-2.7	21
CCn1ncc(/C=N/NC(=O)c2cc(Cl)ccc2OC)c1C	-12	6	9	-2	4	0.1	6	1.3	-3
Cc1ccc(-n2c(C)cc(C(=O)COC(=O)c3ccc[nH]c3=O)c2C)cc1C	-3	0	6	4[fluorescence artefact?]	59	-0.8	26	-0.5	39
O=S(=O)(c1ccccc1)n1ccc2ccccc21	7	-4	5	-2	-4	0.2	20	-3.1	52
C[C@@H]1CCC[C@]2(O[C@H](CCO)C[C@H](O)[C@H]2O)O1	.	.	7	-9	12	.	-7	.	-12
O=C(COC(=O)CNC(=O)c1sc2ccccc2c1Cl)Nc1cc(Cl)cc(Cl)c1	0	-3	19	-18	24	-1.3	-2	1.0	11
COC(=O)C(C)N1C(=O)S/C(=C/c2cc(C)n(-c3ccccn3)c2C)C1=O (configuration not stated)	17	-3	.	-17	20	1.5	22	-0.4	-2
COc1ccc(CC(=O)Nc2nc(-c3ccncc3)cs2)cc1	-1	-3	9	-18	1	2.0	9	4.9	-52
O=C(C1CCCO1)N1CCc2ccccc21 (configuration not stated)	6	5	15	-5	25	0.0	4	0.7	21
CC1CCC(C(=O)NC(C(=O)NCCN2CCC(C)CC2)C(C)C)CC1 (configuration not stated)	7	2	3	2[fluorescence artefact?]	14	1.0	30	-1.0	-2
Cc1nn(S(=O)(=O)N2CCOCC2)c(C)c1Br	11	-1	4	-4	8	-0.5	-10	-1.5	-5
Cc1ccccc1N(CC(=O)N1CCN(c2ccccc2)CC1)S(C)(=O)=O	2	-4	12	1	11	2.1	-25	1.3	3
CCCCCCC(=O)NC(Nc1ccc(S(N)(=O)=O)cc1)C(Cl)(Cl)Cl (configuration not stated)	3	-4	12	1	55	0.5	35	0.0	10
CC1CC2(CC(C)(C(=O)CSc3n[nH]c(-c4ccccc4Cl)n3)OC2=O)C(=O)O1 (configuration not stated)	-4	2	9	16	0	-0.2	49	1.7	4
CCCn1nnc(NC(=O)c2ccc(OC)cc2)n1	8	-6	14	-11[fluorescence artefact?]	50	0.8	8	0.9	37
COc1ccc(CCNC(=O)Cn2c(=O)n(-c3cc(F)ccc3F)c(=O)c3sccc32)cc1OC	22	1	10	1	16	-0.9	21	-0.9	16
Cc1cc(C)n2nc(SCC#N)nc2n1	-6	2	7	12[fluorescence artefact?]	4	0.8	1	0.6	15
COc1cccc(CNC(=O)c2ccc(S(=O)(=O)N3CCCC3)cc2)c1	-11	2	4	-16	7	0.3	12	1.4	20
CCOC(=O)N1CCN(C(=O)CN(Cc2ccccc2)S(=O)(=O)c2ccc(OC)c(C)c2)CC1	-12	-1	5	4	2	-1.1	0	-1.2	6
COc1ccc(-c2nn(CC(=O)N3CCCCC3)c(=O)c3ccccc23)cc1	1	1	.	0	4	-0.6	17	0.9	21
CC(=O)Nc1ccc(-c2nn[nH]n2)cc1Cl	5	-1	16&7	31	29	-0.2	11	0.7	13&11
Cc1ccc(NC(=S)N/N=C/c2c(Cl)cccc2Cl)c(C)c1	-37	9	5	-3	-37	0.4	24	0.0	-6
CN(C)c1ccc(C=C2C(=O)OC(C)(C(C)(C)C)OC2=O)cc1 (configuration not stated)	-5	-1	14	5	55	0.1	-3	0.5	-6
CC(=O)Nc1cc2c(cc1NC(=O)Cn1nc(-c3ccccc3F)ccc1=O)OCCO2	-9	5	7	-7	20	-0.1	-3	0.5	-15
O=C(/C=C/c1ccco1)N/C(=C\c1ccco1)C(=O)NCCc1nc2ccccc2[nH]1	1	-2	10	5	-3	0.8	-1	-1.1	16
COc1cc(C=O)c(Br)cc1OCC(=O)NCc1ccccc1	1	5	9	-17	18	0.0	15	-2.0	-47
COc1cc(/C=N/N=C2/C(=O)Nc3ccccc32)ccc1O	-12	-2	25	-13[fluorescence artefact?]	7	0.2	22	0.7	-24
CO/N=C/c1cn(-c2ccc(Cl)cc2)nn1	-3	-3	1	-23	17	0.8	5	-1.4	-15
CC(C)OC(=O)CC12CN(C)CC(CC(=O)OC(C)C)(CN(C)C1)C2=O	5	5	23	1	-28	0.8	8	0.7	11
CCOC(=O)c1csc(-c2sccc2Br)n1	-1	.	23	-3	4	-0.7	16	-1.3	19
COc1ccc(C(=O)NCC(=O)N/N=C/c2cccc(OC(=O)c3ccco3)c2)cc1OC	18	-3	2	-7	9	0.8	6	0.8	-12
Cc1cc(/C=C2/NC(=O)NC2=O)c(C)n1-c1cccnc1	-11	0	8	-19	2	0.5	10	0.7	6
CC(C)Cn1nc(NC(=O)C2CCCO2)c2cc3ccccc3nc21 (configuration not stated)	26	-2	.	.	.	1.9	-4	0.2	.
COc1ccc(/C(C#N)=C/c2c(-c3ccc(Cl)cc3)nc3c(C)cccn23)cc1	0	11	11	4	36	0.3	15	2.1	31
Cc1ccccc1N1C(=O)c2ccccc2C1Nc1cccnc1 (configuration not stated)	-15	3	10	10[fluorescence artefact?]	-18	0.5	1	0.9	-7
CCOC(=O)C1(CCCCCCOc2ccc(Cl)cc2)CO1 (configuration not stated)	0	-6	19	16	21	0.0	3	-0.5	.
O=C(O)c1cccc(N2C(=O)c3ccc(Oc4ccc(Cl)cc4)cc3C2=O)c1	-5	-6	2	-8	19	1.2	11	-0.5	7
COc1cc(OC)c(NC(=O)CCNS(=O)(=O)c2ccc3c(c2)oc(=O)n3C)cc1Cl	4	-5	5	-4	0	0.1	9	0.7	-14
CC(=O)Nc1ccc(NC(=O)COC(=O)c2c(C)nn(-c3ccccc3)c2C)cc1	11	2	10	-17	19	0.2	33	-0.3	0
COc1ccc(C(=O)N/N=C(\C)CC(=O)Nc2ccc3c(c2)OCO3)cc1	15	.	10	1	7	-0.4	0	1.0	4
C=CCNC(=O)c1onc(CSc2ccc(F)cc2)c1C(=O)O	-21	16	6	37[fluorescence artefact?]	30	0.5	13	0.7	5
COc1ccc(C(=O)C(C)Oc2cccc(NC(=O)c3cccc([N+](=O)[O-])c3)c2)cc1 (configuration not stated)	-10	3	12	3[fluorescence artefact?]	25	0.0	1	-0.2	-66
CCCCn1cnc2c(oc3nc4c(cc32)CCCC4)c1=O	-9	.	6	-3	7	1.3	16	1.9	6
Cc1cccc(-n2ncc3c(Nc4c(C)n(C)n(-c5ccccc5)c4=O)ncnc32)c1	-22	0	6	0	-3	0.7	5	1.8	3
c1ccc(CN(Cc2ccccc2)c2ncnc3c2nnn3Cc2ccccc2)cc1	12	.	4	2	2	0.4	-2	0.9	5
O=C(COC(=O)c1ccccc1F)Nc1cccnc1Cl	-1	4	5	-4	10	0.4	7	-0.8	20
O=C(NCc1ccccc1)N1CCN(c2ccc(F)cc2)CC1	-13	6	21	3	-10	0.1	-20	0.8	20
O=C(c1cc2ncc(Br)cn2n1)N1CCOCC1	-22	4	-1	5	12	1.2	23	1.2	15
Cc1ccc(S(=O)(=O)CCc2nnc(NC(=O)CCl)s2)cc1C	-3	-1	10	-13	-3	0.5	2	1.3	11

Reprinted at random: 5 records from the list
SMILES	NPY-Y1 PAM-ag	NPY Y1 blocker	EP2 antag	14-3-3 Bad PPI	CHOP inhibitor	TRPML3 agonist	PPC-1+TRAIL kill	TRPN1 ag	EP2 mod
C=CCNC(=O)c1onc(CSc2ccc(F)cc2)c1C(=O)O	-21	16	6	37[fluorescence artefact?]	30	0.5	13	0.7	5
COc1ccc(C(=O)N/N=C(\C)CC(=O)Nc2ccc3c(c2)OCO3)cc1	15	.	10	1	7	-0.4	0	1.0	4
Cc1ccc(S(=O)(=O)CCc2nnc(NC(=O)CCl)s2)cc1C	-3	-1	10	-13	-3	0.5	2	1.3	11
O=C(NCc1ccccc1)N1CCN(c2ccc(F)cc2)CC1	-13	6	21	3	-10	0.1	-20	0.8	20
O=C(c1cc2ncc(Br)cn2n1)N1CCOCC1	-22	4	-1	5	12	1.2	23	1.2	15

Ordered by the number under CHOP inhibitor (low to high): some entries from above.
SMILES | CHOP inhibitor
Cc1cccc(-n2ncc3c(Nc4c(C)n(C)n(-c5ccccc5)c4=O)ncnc32)c1 | -3
CCCCn1cnc2c(oc3nc4c(cc32)CCCC4)c1=O | 7
O=C(O)c1cccc(N2C(=O)c3ccc(Oc4ccc(Cl)cc4)cc3C2=O)c1 | 19

These rows are one share of the data; the hit share may differ from the screen's.
